Bioassay records: PubChem, Small Molecule Screening Facility, UW Madison
PriA SSB inh – inhibitors of Klebsiella pneumoniae PriA binding to SSB C-terminal tail; AlphaScreen SSBct-PriA binding, biotinylated peptide; inhibition, % at 33 µM; actives 0.6% (n = 430,000); AID 1272365; in the data active means inhibition mostly above about 37%, no sharp cut-off; inactive means mostly below about 20%;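 further: plate controls were negative control peptide for no effect and reference peptide for full effect; strong numbers were not always called active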
* hit, by the source's call; & = joins results of further samples. This is a subset (hit frequency here may not be typical).

nr	molecule	PriA SSB inh
1	Cc1nc2c(ccc3nc(NC(=O)C4=CC5C=C([N+](=O)[O-])C=CC5S4)sc32)s1 (stereo not given)	-4
2	COc1ccc(Cl)cc1NC(=O)c1ccc(N2CCCCC2)nn1	1
3	Cc1nc(NCCNC(=O)C2CCC(=O)N2)cc(-n2cccc2)n1 (stereo not given)	11
4	O=C(NC1(c2nc(C3CC3)no2)CCCCC1)c1ccncc1	-5
5	O=C(c1ccccc1F)N(CCc1cccs1)C1CCOCC1	4
6	COC(=O)c1ccccc1NC(=O)/C(C#N)=C/c1ccc2noc(-c3ccccc3)c2c1	-11
7	O=C(CSc1nc2scc(-c3ccc(Cl)cc3)c2c(=O)n1-c1ccccc1)NCC1CCCO1 (stereo not given)	-3
8	CCc1nnc(NS(=O)(=O)c2ccc(NC(=O)COc3ccc(Cl)cc3)cc2)s1	-18
9	CO[C@@H](CNS(=O)(=O)c1ccccc1Br)c1ccsc1	-21
10	COc1ccc(CCC(=O)NC[C@H]2CCS(=O)(=O)C2)cc1	-10
11	CCc1ccc(S(=O)(=O)Nc2ccc3c(c2)CCCN3C(=O)c2ccco2)s1	-14
12	CCCC(=O)Nc1ccc2c(c1)CN(S(=O)(=O)CCC)CC2	-1
13	O=C(Nc1ccc2c(c1)OCO2)N1CCC(c2nnc(-c3ccco3)o2)CC1	0
14	Cc1ccc(N2C(=O)/C(=C\c3cccnc3)SC2=S)cc1C	1
15	COc1ccccc1NS(=O)(=O)c1cccc(C(=O)O)c1	-11
16	O=C(c1ccc(-c2cccs2)cc1)N1CC(S(=O)(=O)c2ccc(F)cc2)C1	-15
17	O=C(Nc1cnn(CC2CCOCC2)c1)c1cnn(-c2ccccc2)n1	2
18	CN(C)CCN(C(=O)c1ccccc1[N+](=O)[O-])c1nc2ccc(Br)cc2s1	47*
19	COc1ccc(C(O)=C2C(=O)C(=O)N(CCN3CCOCC3)C2c2ccc(C)cc2)cc1 (stereo not given)	-2
20	O=C(Nc1ccc(F)cc1)c1cccc2c3c([nH]c12)CCCC3	27
21	O=C(COc1ccc(Cl)cc1)Nc1nnc(-c2ccc(Br)cc2)o1	7
22	O=C(NC[C@H](O)c1cccc2ccccc12)c1cc(Br)cs1	-2
23	CCc1ccc(S(=O)(=O)N2CCc3nc4ccc(F)cn4c(=O)c3C2)s1	-3
24	COc1ccc2nc(N(CCCN(C)C)C(=O)c3ccno3)sc2c1	-7
25	O=c1[nH]nc(CC2CCN(S(=O)(=O)/C=C/c3ccccc3)CC2)n1-c1ccccc1F	-7
26	CCOc1cc(-c2nnc(NC(=O)C(c3ccccc3)c3ccccc3)o2)cc(OCC)c1OCC	-14
27	O=S(=O)(c1ccc(Br)s1)N1CCC(Cn2cccn2)CC1	-15
28	O=C(c1cc2ccccc2o1)N1CCN(C(=O)C2CC2c2ccccc2)CC1 (stereo not given)	2
29	COc1cc(NS(=O)(=O)c2ccc(N3C(=O)C4C5C=CC(C5)C4C3=O)cc2)nc(OC)n1 (stereo not given)	-13
30	CCc1cc2c(N3CCN(c4ccccn4)CC3)nc(C)nc2s1	16
31	COc1ccc(CCC(=O)Nc2ccc(-c3cn4nc(OC)ccc4n3)cc2)cc1	-3
32	O=C(Nc1cccc(Cl)c1Cl)c1ncccn1	-21
33	O=C(/C=C/c1ccco1)N1CCc2cc(S(=O)(=O)NC3CCCC3)ccc21	-4
34	Cc1c(N2C(=O)C(=O)C(=C(O)c3ccc(Br)cc3)C2c2cccnc2)c(=O)n(-c2ccccc2)n1C (stereo not given)	-2
35	Cc1ccc(Nc2nc(NCCO)nc(N)c2[N+](=O)[O-])cc1C	-8
36	Cc1ccc(S(=O)(=O)Nc2ccc3c(c2)CN(C(=O)c2ccco2)CC3)s1	5
37	O=C(c1ccccc1F)N1CC(c2nc(-c3ccc[nH]c3=O)no2)C1	-1
38	COC(=O)N1CCc2ccc(NC(=O)c3cc(C)oc3C)cc2C1	-6
39	COCCNC(=O)NC[C@](C)(O)c1cc2ccccc2s1	-6
40	CC(C)Oc1ccc(C(=O)NC[C@@H](c2ccsc2)N2CCCCCC2)cc1	-3
41	O=C(NCCn1nc(-c2ccccn2)c2c1CCCC2)c1cc(=O)c2ccccc2o1	-3
42	C#CC(C)(CC)OCC(O)CN1CCN(c2cccc(Cl)c2)CC1 (stereo not given)	12
43	Cc1ccc(-c2nc(COC(=O)c3nnn(-c4ccc(C)c(F)c4)c3C)c(C)o2)cc1	1
44	CC(=O)N1c2ccc(S(=O)(=O)NCCOc3ccc4c(c3)OCO4)cc2CC1C (stereo not given)	4
45	Clc1ccccc1-c1nnc(-c2cc3ccccc3o2)o1	6
46	CCOc1ccc(OCC)c(S(=O)(=O)Nc2ccc(Nc3ccc(-n4ccc(C)n4)nn3)cc2)c1	-5
47	COc1ccccc1NC(=O)N1CCN(c2cnnc(N3CCOCC3)c2)CC1	-4
48	Cc1cc(C(=O)Nc2cc(C)nn2-c2nc3c(F)cccc3s2)on1	-16

Compounds 34–48 from above:
nr	molecule	PriA SSB inh
34	Cc1c(N2C(=O)C(=O)C(=C(O)c3ccc(Br)cc3)C2c2cccnc2)c(=O)n(-c2ccccc2)n1C (stereo not given)	-2
35	Cc1ccc(Nc2nc(NCCO)nc(N)c2[N+](=O)[O-])cc1C	-8
36	Cc1ccc(S(=O)(=O)Nc2ccc3c(c2)CN(C(=O)c2ccco2)CC3)s1	5
37	O=C(c1ccccc1F)N1CC(c2nc(-c3ccc[nH]c3=O)no2)C1	-1
38	COC(=O)N1CCc2ccc(NC(=O)c3cc(C)oc3C)cc2C1	-6
39	COCCNC(=O)NC[C@](C)(O)c1cc2ccccc2s1	-6
40	CC(C)Oc1ccc(C(=O)NC[C@@H](c2ccsc2)N2CCCCCC2)cc1	-3
41	O=C(NCCn1nc(-c2ccccn2)c2c1CCCC2)c1cc(=O)c2ccccc2o1	-3
42	C#CC(C)(CC)OCC(O)CN1CCN(c2cccc(Cl)c2)CC1 (stereo not given)	12
43	Cc1ccc(-c2nc(COC(=O)c3nnn(-c4ccc(C)c(F)c4)c3C)c(C)o2)cc1	1
44	CC(=O)N1c2ccc(S(=O)(=O)NCCOc3ccc4c(c3)OCO4)cc2CC1C (stereo not given)	4
45	Clc1ccccc1-c1nnc(-c2cc3ccccc3o2)o1	6
46	CCOc1ccc(OCC)c(S(=O)(=O)Nc2ccc(Nc3ccc(-n4ccc(C)n4)nn3)cc2)c1	-5
47	COc1ccccc1NC(=O)N1CCN(c2cnnc(N3CCOCC3)c2)CC1	-4
48	Cc1cc(C(=O)Nc2cc(C)nn2-c2nc3c(F)cccc3s2)on1	-16

The list goes on:
nr	molecule	PriA SSB inh
49	CCOc1cccc2cc(C(=O)Nc3nc4c(s3)COc3ccccc3-4)oc12	-7
50	CCOc1cccc(C=NNC(=S)Nc2cc(S(=O)(=O)N3CCOCC3)ccc2N2CCOCC2)c1O	19
51	CN(C)c1ccc(C(CN)N2CCc3ccccc3C2)cc1 (stereo not given)	23
52	CCN(CC)S(=O)(=O)c1ccc(C(=O)Nc2cc3ccccc3cc2NC(=O)c2ccc(S(=O)(=O)N(CC)CC)cc2)cc1	0
53	CN(C)CCNC(=O)Cc1cc(-c2ccc(F)cc2F)on1	-9
54	COc1ccc2nc(-c3ccc(OC)c(NC(=O)c4ccccc4Cl)c3)cn2n1	-14&-4
55	COc1ccc(NC(=O)c2ccsc2)cc1Cl	-22
56	O=S(=O)(NNc1nc(-c2ccccc2)c2cc(Cl)ccc2n1)c1ccccc1	-14
57	CCNc1cc(C)nc(Nc2ccc(NS(=O)(=O)c3cc(Br)ccc3OCC)cc2)n1	1
58	CCn1ccc(C(=O)Nc2ccc3nc(C)sc3c2)n1	-12&-2
59	O=C(NC[C@]1(O)CCc2ccccc21)c1ccccc1S(=O)(=O)C(F)F	-25
60	Cc1ccsc1/C=N\NC(=O)CNC(=O)c1c(F)cccc1Cl	5
61	CCOC(=O)C1CCN(C(=O)c2cc(=O)c(OCc3cccc(OC)c3)co2)CC1	-16
62	Cc1cc(C)n(-c2ncnc3scc(-c4ccc(Cl)cc4)c23)n1	5
63	CCc1cc(=O)[nH]c2nnc(SC(CC)C(=O)OC)n12 (stereo not given)	-2
64	CCOCN(C(=O)Cn1c(-c2ccco2)nc2ccccc21)c1c(C)cccc1CC	-7
65	Cc1nn(-c2ccccc2)c(N2CCCC2)c1C=NNC(=O)c1cc2ccccc2cc1O	-8
66	CC1(C)CC(=O)c2sc(NC(=O)C3CCN(S(C)(=O)=O)CC3)nc2C1	-19
67	Cc1c(Cl)cccc1S(=O)(=O)NCC1CCN(C(=O)c2cccnc2)CC1	-4
68	CC(=NNC(=O)CCC(=O)Nc1cccc(Cl)c1)c1ccc(C)cc1	-14
69	Cc1cc(NC(=O)C(=O)NCC2CCCO2)c2ccccc2n1 (stereo not given)	-12
70	Cc1cc(-c2ccncc2)nn1CCNC(=O)Cc1ccc(F)cc1F	-16
71	O=C(NCC[C@H](O)c1cc2ccccc2o1)c1ccccc1C(F)(F)F	3
72	CC(C)Oc1ccc(C(=O)NCC(c2cccn2C)N2CCCC2)cc1 (stereo not given)	8
73	O=S(=O)(Cc1ccccc1F)NCCn1nc(-c2cccs2)cc1C1CC1	14
74	O=C(Nc1nc(-c2ccc(I)cc2)cs1)C1COc2ccccc2O1 (stereo not given)	-2
75	CC1(C)Cc2cccc(OCC(=O)NCCn3ccc(C(F)(F)F)n3)c2O1	-4
76	NC(=O)CSc1nnc2scc(-c3ccccc3)n12	-13&-1
77	Cc1nc(N=C(N)N(C)C)[nH]c(=O)c1C	-4
78	O=C(CCc1csc(NC(=O)c2ccc[nH]c2=O)n1)NCCC1=CCCCC1	-15&4
79	COc1ccc(CCC(=O)NN=Cc2ccc3c(c2)OCO3)cc1	-3
80	Cn1c(NN=C2CCCc3ccccc32)nc2c1c(=O)n(Cc1ccccc1)c(=O)n2C	-5
81	O=C(NCc1ccc2c(c1)OCO2)c1ccc(C2Nc3ccccc3S(=O)(=O)N2)cc1 (stereo not given)	-6
82	O=C(NC[C@@H](c1cccs1)N1CCOCC1)C(=O)Nc1ccncc1	1
83	CC(=NNc1ccc(Cl)cc1)c1ccncc1	5
84	COc1ccc(CC(=O)N2CCC3(CC2)OCCS3)cc1OC	3
85	O=C(Cc1cccc2ccccc12)N[C@H]1CCN(c2nccs2)C1	-1
86	O=C(CC1CCCC1)Nc1cc(N2CCN(Cc3ccccc3)CC2)ncn1	3
87	COCCn1nnn(-c2ccc(NC(=O)Nc3cccc(Cl)c3)cc2)c1=O	-16
88	N=C1SC2CS(=O)(=O)CC2N1/N=C\c1ccccc1 (stereo not given)	-8
89	O=S(=O)(NCc1ccc(F)cc1)c1ccc(N2CCCCS2(=O)=O)cc1	-3
90	COC(=O)NN=Cc1cc(N=Nc2ccccc2)ccc1O	14
91	CSc1cccc2sc(NC(=O)c3cc(C)no3)nc12	-6
92	O=C(Cn1c(=O)oc2ccccc21)NCCn1ccnc1-c1ncccn1	99*
93	COc1ccc(Cl)cc1C(=O)N1CCN=C1SCc1ccccc1F	-20
94	CCOc1ccc(C(=O)Nc2ccc3c(c2)C(=O)Nc2cc(C)ccc2O3)cc1OCC	-8
95	CCCc1cc(=O)[nH]c2nnc(SCC(=O)NCC(=O)OCC)n12	0
96	CC(/C=C/c1ccco1)=NNC(=O)c1ccccc1Cl	-11
97	O=C(NCC[C@H](O)c1cccs1)NC1CCCCC1	-15
98	Cc1cccc(NC(=O)c2ccc(=O)n(Cc3cccc(F)c3)n2)c1C	-11
99	O=C(Nc1nnc(CCS(=O)(=O)c2ccccc2)o1)c1ccco1	-16
100	O=C(Nc1nc(-c2cccnc2)cs1)C1CN(C(=O)c2ccc3c(c2)OCO3)C1	-15
101	COc1ccc(C(=O)NN=Cc2ccc(OC(=O)c3cccs3)cc2)cc1	-8
102	O=C1C(=O)N(CCCn2ccnc2)C(c2ccc(Cl)cc2)C1=C(O)c1ccc2c(c1)OCCO2 (stereo not given)	7
103	Cc1nc2ccccc2c(=O)n1N=Cc1ccccn1	-23
104	O=C(Nc1c(C(=O)Nc2ccccc2F)oc2ccccc12)c1ccc(Br)cc1	-9

Following part
nr	molecule	PriA SSB inh
105	COc1ccc(Cl)cc1NC(=O)CC1CCCCN1S(=O)(=O)c1cccs1 (stereo not given)	24
106	COc1ccc(C)cc1S(=O)(=O)Nc1ccc2nc(C)n(-c3ccc(F)cc3)c(=O)c2c1	-7
107	O=C(CCn1nc(-c2ccccc2)cc1-c1ccccc1)N=Nc1c(O)[nH]c2ccccc12	36
108	CCOc1ccc(-c2ccc(C)c(NC(=O)C3CC3)c2)nn1	2
109	COc1ccc2cc(C(=O)Nc3ccc4c(c3)N(C(=O)c3cccs3)CC4)[nH]c2c1	-15
110	CC(=NNc1ccc([N+](=O)[O-])cc1)c1cccc(N)c1	13
111	O=C(NCc1nnc(SCC(=O)N2CCc3ccccc32)n1-c1ccc(Cl)c(Cl)c1)c1cccc(F)c1	-9
112	O=C(Cn1c(=O)oc2ccccc21)N1CCOC(c2cc(Cl)cc(Cl)c2)C1 (stereo not given)	-9
113	CC(CC1CC(C)(C)OC1=O)=NNC(N)=S (stereo not given)	-10
114	O=C(CSc1nnc(NC(=O)C2CC2)s1)NCC1CCCO1 (stereo not given)	-16
115	O=C(Nc1cc(C(F)(F)F)cc(C(F)(F)F)c1)c1ccc(S(=O)(=O)N2CCCCCC2)cc1	-8
116	O=C(NCC1(O)CCc2ccccc21)c1ccccc1Br (stereo not given)	-11
117	CC(O)(CNC(=O)c1ccc(Br)o1)c1ccc2c(c1)OCO2 (stereo not given)	9
118	COc1cc([N+](=O)[O-])cc2sc(NC(=O)c3cc(-c4ccccc4)nc4ccccc34)nc12	-1
119	COC(=O)c1ccc(NC(=O)CSc2nc3c(-c4ccccc4)c(C)nn3c(=O)[nH]2)cc1	2
120	O=C(NCCn1ccc(-c2ccccn2)n1)Nc1ccccc1Cl	-3
121	O=C(NCC[C@H](O)C1CC1)c1ccsc1	-11
122	CCc1nnc2ccc(N3CCN(S(=O)(=O)c4cccc(Cl)c4Cl)CC3)nn12	1
123	CCOC(=O)Cc1cc(=O)[nH]c(N=C(N)Nc2ccc(C)cc2C)n1	-2
124	O=c1cc(-c2ccccc2)nc2n1CCCN2	-8
